LMPTP block – blocks human LMPTP phosphatase | recombinant LMPTP-A, OMFP fluorogenic substrate, fluorescence intensity | inhibition, % at 20 µM | 360,000 tested, 0.22% active;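 active means compounds that cut the enzyme signal by at least half of the control window in the single-dose screen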;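 further: plate controls were DMSO wells with enzyme plus substrate for no effect and substrate without enzyme for full effect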
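Test system: LMPTP-A phosphatase enzyme. Amount: LMPTP-A at 0.625 nM final in the reaction. Reagent: OMFP substrate, 400 µM final. Times: 50 min at room temperature. Signal: endpoint fluorescence intensity from OMFP dephosphorylation. Read-out basis: % inhibition. Benchmarks: no-enzyme and uninhibited controls.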
E coli Lon inh – inhibitors of E. coli Lon protease; P0A9M0; purified E. coli Lon protease, fluorescence polarization; inhibition, % at 7.94 µM; 360,000 tested, 0.42% active; in the data active means inhibition above about 13%, passing the limit was not always enough;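 further: 0% = enzyme with probe and DMSO and 100% = no enzyme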
SUMO1-SIM PPI – SUMO1-SIM interaction modulation; inhibition, % at 20 µM; SUMO1 binding to a labelled peptide, TR-FRET, 1 h; 360,000 tested, 0.33% active; in the data active means inhibition above about 37%
STEP inh – STEP (human) phosphatase inhibition; inhibition, % at 20 µM; AID 588621; 360,000 tested, 0.25% active; P54829; recombinant STEP, OMFP fluorogenic substrate, fluorescence;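 active means inhibition at 20 µM, scaled per plate between control wells, above about 37%, limit read from the data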;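 further: 0% = DMSO with enzyme and substrate and 100% = substrate only without enzyme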
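System: isolated STEP enzyme; schedule: 20 min enzyme reaction at room temperature, protected from light; medium: Bis-Tris buffer pH 6.0, 2.5 mM DTT, 0.005% Tween 20; signal: fluorescence, 480/540 nm; dosing: single compound dose of 20 µM, 1% DMSO final; also added: OMFP substrate, 25 µM final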
NRP1-CendR mod – alters CendR peptide binding to human NRP-1; AID 602438; inhibition, % at 25 µM; 360,000 tested, 0.85% active; O14786; FAM-RPARPAR peptide binding to NRP-1, fluorescence polarization;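 active means inhibition or corrected inhibition above about 18%, plus a signal ratio from 0.5 to 1.5, limit read from the data, passing the limit was not always enough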; further: strong numbers were not always called active
Scp-1 inhibitor – blocks human Scp-1 phosphatase activity. Q9GZU7. Recombinant Scp1, phosphopeptide, malachite green phosphate absorbance. inhibition, % at 20 µM. 340,000 tested, 0.88% active;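 active means inhibition above about 50% at 20 µM, limit read from the data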;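 further: plate controls were DMSO wells with enzyme for no effect and wells lacking enzyme for full effect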
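Times: enzyme reaction 45 min at room temperature, colour 5 min, stabilisation 30 min. Material: SCP-1 catalytic fragment, aa 76-261. Medium: Acidic Tris acetate buffer with magnesium and detergent. Signal: colorimetric free-phosphate detection, absorbance 630 nm. Read-out basis: % inhibition of SCP-1 phosphate liberation. Reagent: Phosphorylated 17-residue peptide substrate.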
MsrA inh – inhibits bovine methionine sulfoxide reductase A; purified bovine MsrA, absorbance read-out; inhibition, % at 15.5 µM; 360,000 tested, 0.75% active; in the data active means inhibition above about 4.5%;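 further: 0% = vehicle wells with enzyme and 100% = reference inhibitor wells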
Tb MetRS inh – Trypanosoma brucei MetRS inhibition; 360,000 tested, 0.4% active; purified T. brucei MetRS, ATP depletion, Kinase-Glo luminescence; inhibition, % at 11.9 µM;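 active means inhibition above a per-plate cutoff of the control wells' mean inhibition plus 3 SD, cut at about 5.5% in these data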;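 further: 0% = DMSO wells median and 100% = median of wells with control inhibitor compound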
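Test system: purified T. brucei MetRS enzyme. Also added: ATP, methionine and E. coli bulk tRNA substrates. Compound: 11.9 µM single point. Schedule: 15 min enzyme-compound preincubation, 2 h reaction, 10 min detection, 25 °C. Signal: luciferase luminescence of residual ATP, Kinase-Glo. Evaluation: percent inhibition versus plate control medians. Controls: DMSO wells, low control.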
bovine MsrA act – activates bovine MsrA enzyme. purified bovine MsrA, absorbance read-out. activation, % at 10.6 µM. 360,000 tested, 0.3% active; in the data active means activation above about 7.5%;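 further: 0% = vehicle and 100% = reference activator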
DNMT1 block – DNMT1 (human) enzyme inhibition; DNMT1 molecular beacon, Hinp1I cleavage, fluorescence; inhibition (reported as % activation of signal), % at 10 µM; 360,000 tested, 0.83% active; AID 588458; in the data active means inhibition above about 50%
Target sequence (P26358 504-1616 limits assumed): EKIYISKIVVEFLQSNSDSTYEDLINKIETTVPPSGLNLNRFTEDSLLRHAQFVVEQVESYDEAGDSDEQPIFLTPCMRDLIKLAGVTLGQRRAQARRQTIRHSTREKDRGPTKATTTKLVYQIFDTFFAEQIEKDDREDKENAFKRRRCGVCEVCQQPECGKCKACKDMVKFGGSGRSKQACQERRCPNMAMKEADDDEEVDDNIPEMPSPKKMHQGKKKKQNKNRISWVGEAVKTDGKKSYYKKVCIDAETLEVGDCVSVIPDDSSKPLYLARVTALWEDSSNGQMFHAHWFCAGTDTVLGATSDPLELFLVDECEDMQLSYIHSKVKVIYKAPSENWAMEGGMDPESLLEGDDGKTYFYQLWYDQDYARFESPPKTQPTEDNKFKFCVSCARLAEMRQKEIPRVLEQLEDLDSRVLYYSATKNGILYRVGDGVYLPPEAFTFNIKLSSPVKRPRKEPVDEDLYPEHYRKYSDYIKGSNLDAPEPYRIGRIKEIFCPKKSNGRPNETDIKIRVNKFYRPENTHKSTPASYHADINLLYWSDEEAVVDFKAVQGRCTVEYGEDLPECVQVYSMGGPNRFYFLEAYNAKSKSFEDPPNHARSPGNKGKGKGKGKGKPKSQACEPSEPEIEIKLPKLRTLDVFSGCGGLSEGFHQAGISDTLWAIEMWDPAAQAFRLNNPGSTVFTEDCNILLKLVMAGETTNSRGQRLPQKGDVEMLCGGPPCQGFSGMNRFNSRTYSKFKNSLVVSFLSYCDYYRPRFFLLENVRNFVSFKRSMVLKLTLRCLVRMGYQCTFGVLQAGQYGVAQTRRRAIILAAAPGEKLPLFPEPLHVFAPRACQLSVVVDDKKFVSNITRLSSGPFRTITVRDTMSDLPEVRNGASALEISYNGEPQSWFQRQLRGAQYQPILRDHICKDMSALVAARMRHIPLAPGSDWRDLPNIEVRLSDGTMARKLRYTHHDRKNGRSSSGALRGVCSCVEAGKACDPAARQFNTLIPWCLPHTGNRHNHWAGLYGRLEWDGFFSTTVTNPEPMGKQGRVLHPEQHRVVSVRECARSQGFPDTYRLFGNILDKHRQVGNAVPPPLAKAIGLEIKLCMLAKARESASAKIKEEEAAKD
* hit, by the source's call; nt = not tested or not shown.

no.	Compound	LMPTP block	E coli Lon inh	SUMO1-SIM PPI	STEP inh	NRP1-CendR mod	Scp-1 inhibitor	MsrA inh	Tb MetRS inh	bovine MsrA act	DNMT1 block
1	Cc1nonc1NC(=O)CSc1ccccn1	-0.7	-6	0	3	1	-5	0.7	-0.7	-4	0
2	Cc1cc(=O)oc2ccc(OC(C)C(=O)O)cc12 (stereo not drawn)	-2.4	-6	3	-2	-9	3	1.3	-0.8	-2	5
3	CC(=O)N(C)c1ccc(NC(=O)c2cnn(C)c2)cc1	-1.7	8	-1	2	6	-3	-0.4	-0.7	-2	-4
4	CC(C)NC(=O)N(C)C[C@H]1Oc2ccc(NC(=O)CCN3CCOCC3)cc2C(=O)N([C@H](C)CO)C[C@@H]1C	0.3	-5	2	-2	8	21	-0.3	0.3	5	3
5	CC(NC(=O)c1cc(-c2ccccn2)nc2ccc(Cl)cc12)C1CCCO1 (stereo not drawn)	1.4	5	-14	1	6	-4	0.4	-0.3	-4	3
6	Cc1oc(-c2ccc(Cl)cc2)nc1CS(=O)CC(=O)NCCCN1CC(C)CC(C)C1 (stereo not drawn)	-0.9	-1	-3	-2	8	-14	0.3	0.0	-1	2
7	CCOc1ccc(NC2OC(CO)C(O)C(O)C2O)c([N+](=O)[O-])c1 (stereo not drawn)	1.4	-9	-29	3	1	2	-0.3	-0.9	-10	0
8	Cc1c(C(=O)N(C)C)sc(NC(=O)c2cccc([N+](=O)[O-])c2)c1C#N	0.0	-7	-11	0	-11	16	2.7	-0.8	-3	1

Following part.
no.	Compound	LMPTP block	E coli Lon inh	SUMO1-SIM PPI	STEP inh	NRP1-CendR mod	Scp-1 inhibitor	MsrA inh	Tb MetRS inh	bovine MsrA act	DNMT1 block
9	CN(C)CCCNC(=O)CC1C[C@H](C(=O)N2CCOCC2)[C@@]2(CCC3CCCC3)c3[nH]c4ccccc4c3CCN2C1=O (stereo partly drawn)	-2.8	-6	0	0	-9	0	0.8	-0.3	1	-4
10	COc1ccc(-n2ccnc2SCC(=O)Nc2cc(C)on2)cc1	-0.2	1	3	-2	7	-5	0.0	-0.3	-2	3
11	CSCCC(NC(=O)c1cc(C(C)(C)C)oc1C)C(=O)O (stereo not drawn)	-5.4	2	3	1	-6	-4	0.0	0.0	1	3
12	O=C(CN1CCN(c2ccc(F)cc2)CC1)c1cccs1	-1.2	-12	-5	-2	8	2	0.5	-0.8	3	-10
13	COc1ccc(OC)c(NC(=O)c2cc3n(n2)C(C(F)(F)F)CC(c2ccc4c(c2)OCO4)N3)c1 (stereo not drawn)	-0.1	13	-1	-1	-1	-8	0.4	0.2	-3	1
14	CCN1C(=O)[C@@H]2[C@@H](c3ccc(-c4ccccc4)cc3)N3CCC[C@@]3(C(=O)OC)[C@@H]2C1=O	1.1	3	-1	-2	2	-8	0.6	-0.3	0	-3
15	O=C(O)c1ccc(NC(=S)NC(=O)C(c2ccccc2)c2ccccc2)cc1	0.6	-8	6	-1	12	-16	-0.1	0.1	-4	2
16	O=C(Cc1ccc(Cl)cc1)N/N=C/c1cccc(O)c1	-1.0	0	-12	-1	4	-5	0.2	2.9	-2	4

(list continues)
no.	Compound	LMPTP block	E coli Lon inh	SUMO1-SIM PPI	STEP inh	NRP1-CendR mod	Scp-1 inhibitor	MsrA inh	Tb MetRS inh	bovine MsrA act	DNMT1 block
17	Nc1[nH]c(=O)[nH]c(=O)c1N=Nc1cccc(Cl)c1	1.2	-10	-18	3	-5	35	0.1	-1.0	-10	0
18	O=C(O)c1ccc(CS(=O)(=O)Cc2ccccc2F)o1	-1.8	-1	4	2	4	-8	-0.6	-0.7	5	6
19	CCOC(=O)c1c(C)nc2sc3c(=O)n(-c4ccc(C(C)=O)cc4)nnc3c2c1-c1ccc(OC)cc1	-0.9	-6	-14	-1	-20	-6	0.4	-1.4	-3	-8
20	CN(Cc1ccccc1)Cc1nc2c(c(=O)n(C)c(=O)n2C)n1Cc1ccc(Cl)cc1	1.7	7	2	3	-6	-3	0.3	0.0	-1	0
21	Cc1c(O[C@@H]2O[C@H](CO)[C@@H](O)[C@H](O)[C@H]2O)ccc2c1oc(=O)c1ccccc12	-0.9	5	3	4	-9	-1	2.4	0.5	-5	-1
22	CCN(CC)S(=O)(=O)c1ccc2oc(SCC(=O)Nc3cc(C)on3)nc2c1	0.8	-12	4	6	12	nt	1.1	-0.3	-4	4
23	CN(C)S(=O)(=O)c1cccc(NC(=O)CO/N=C(\N)c2ccccc2)c1	0.8	-5	-7	-2	12	-6	-1.7	-0.1	0	-19
24	O=C(ONC(=O)C1CCCCC1C(=O)NOC(=O)c1ccccc1)c1ccccc1 (stereo not drawn)	-2.3	-2	4	0	5	-16	-0.1	0.5	-2	4

Later entries:
no.	Compound	LMPTP block	E coli Lon inh	SUMO1-SIM PPI	STEP inh	NRP1-CendR mod	Scp-1 inhibitor	MsrA inh	Tb MetRS inh	bovine MsrA act	DNMT1 block
25	CCCCn1c(N)c(N(CCC(C)C)C(=O)C2CC(=O)N(c3ccccc3OCC)C2)c(=O)[nH]c1=O (stereo not drawn)	-0.6	-7	3	-2	2	-5	-1.2	-0.6	-3	-2
26	Nc1ccc(S(=O)(=O)C(F)(F)F)cc1N	-0.2	1	-7	-2	-10	-9	-0.3	-1.2	-9	1
27	O=C(CC1NC(=O)NC1=O)Nc1ccc(Cl)cc1 (stereo not drawn)	-2.0	-2	-1	5	-4	-13	-0.4	0.4	0	1
28	O=C(COC(=O)c1cccc(O)c1)NC(=O)Cc1ccccc1	-0.3	-10	1	-1	7	-8	1.5	0.0	-3	1
29	CCN1C(=O)[C@@H]2[C@@H](c3ccc(-c4ccc5c(c4)OCO5)c(OC)c3)N3CCCC[C@@]3(C(=O)OC)[C@@H]2C1=O	1.1	-7	-3	-1	7	-3	0.8	-0.3	-3	-6
30	CC(=O)c1sc(N/N=C/c2cccc(O)c2)nc1C	1.3	-29	-29	-4	-21	-7	3.1	0.3	-4	-9
31	CCN(CC)c1ccc(NC(=O)CCS(=O)(=O)c2cccc3nsnc23)c(C)c1	-0.5	2	-29	2	-4	5	-0.3	-0.2	-1	-3
32	CC(CNC(=O)c1cccc(Br)c1)n1cncn1 (stereo not drawn)	-2.2	-2	-2	-1	-8	-11	-0.3	-0.5	-2	3

Other compounds:
no.	Compound	LMPTP block	E coli Lon inh	SUMO1-SIM PPI	STEP inh	NRP1-CendR mod	Scp-1 inhibitor	MsrA inh	Tb MetRS inh	bovine MsrA act	DNMT1 block
33	CCCN1CCC(=O)N([C@H](CSc2ccc(OC)cc2)c2ccccc2)CC1	-0.1	-6	-3	0	7	-7	0.6	0.0	1	3
34	CC(=O)N1CCOc2ccc(S(=O)(=O)N3CCC(C(=O)Nc4cc(C)cc(C)c4)CC3)cc21	0.7	-11	-1	-4	-2	0	-0.1	-0.3	-4	0
35	O=C(CCC(=O)N1CCCC(Nc2ccccc2)C1)c1ccc(F)cc1 (stereo not drawn)	-0.5	9	1	-2	6	-10	0.8	0.5	-1	2
36	CCOC(=O)N1CCN(C(=O)C(=O)c2cn(CC(=O)N3CCCCCC3)c3ccccc23)CC1	-0.9	20*	-5	0	4	-2	3.4	-0.4	-8	-1
37	CCOC(=O)C(NCc1ccc2c(c1)OCO2)(NC(=O)c1ccccc1)C(F)(F)F (stereo not drawn)	0.9	0	2	-2	15	-11	0.8	0.6	-1	-1
38	CC1(C)CCCC2=C1CC1C(=O)N(Cc3cccnc3)C(=O)C1C2 (stereo not drawn)	-1.8	7	1	-1	-5	-4	0.7	0.1	-4	3
39	CN(C1CCCCC1)S(=O)(=O)c1cccc(C(=O)Nc2ccccn2)c1	-0.1	-9	3	-3	2	4	-0.6	0.1	-2	-2
40	COc1ccc2c(=O)cc(-c3ccncc3)oc2c1OC	-0.3	-11	-25	0	6	-2	1.4	-0.2	-3	6

Later entries.
no.	Compound	LMPTP block	E coli Lon inh	SUMO1-SIM PPI	STEP inh	NRP1-CendR mod	Scp-1 inhibitor	MsrA inh	Tb MetRS inh	bovine MsrA act	DNMT1 block
41	O=C(Cn1cccc1)NC1CCCCCC1	0.7	3	-5	-2	-5	-4	0.1	0.1	-1	7
42	CC(C)(C)c1ccc(OCC(=O)Nc2ccncc2)c(Br)c1	0.7	0	4	0	2	-1	-0.4	-1.9	-3	5
43	O=C(CNC(=O)c1ccccc1Br)N/N=C\c1cc([N+](=O)[O-])cc(Br)c1O	0.9	-4	-17	-4	-12	-10	2.0	1.4	-3	-2
44	Cc1cccc(NC(=O)c2ccccc2NC(=O)c2ccccc2)n1	0.2	-4	7	0	2	-10	1.3	0.3	18*	-1
45	COc1cccc(/C=N/Nc2ncnc3scc(-c4ccccc4)c23)c1O	5.6	9	-6	2	-5	-34	1.2	-0.4	-4	-10
46	CCc1nnc(SCC(=O)Nc2ccccc2Cl)nc1CC	-0.4	0	3	8	7	-2	1.3	1.3	2	-4
47	COc1ccc(N/C=C2\C(=O)c3c(sc(C)c3C)N(C)S2(=O)=O)cc1	0.0	3	-46	-3	12	-5	-1.0	0.0	-3	5
48	Cc1cccc(C(=O)N(C)c2nnc(-c3ccncc3)s2)c1	-1.2	-5	0	2	8	-4	0.1	-1.1	-8	1
49	CCn1nc(C)cc1C(=O)N1CCCC(N2CCN(Cc3ccc4c(c3)OCO4)CC2)C1 (stereo not drawn)	-1.9	-8	-2	0	6	-6	0.1	-0.4	-2	1
